Screens as filed in PubChem BioAssay.
HP1b chromo inh = inhibitors of HP1-beta chromodomain binding to methylated histone tails; P83916; AlphaScreen HP1-beta / biotin-H3K9me3 peptide binding; Potency, µM (titrated, usually from 114 µM), for the others: top-dose activity change, negative = inhibition, most hits filed as inhibitors; 390,000 compounds, 0.56% hits; AID 540317; further: potency means the concentration at half of the fitted maximal effect; nearly all actives have a fitted effect of over 70% in size; inactives centre near 23
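AlphaScreen: HP1-beta (50 nM) preformed 30 min with biotin-H3(1-18)K9me3 peptide (50 nM) in PBS pH 7.4, 0.01% Tween-20. Compound added for 30 min at RT, then streptavidin donor/nickel chelate acceptor beads (10 ug/mL) for 30 min.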
ERG Ets-DNA blk = inhibitors of human ERG Ets domain-DNA interaction; Potency, µM (series often up to 76.9 µM), inactives show top-dose FP activity, negative = inhibition, usual class: inhibitors; 370,000 compounds, 0.028% hits; P11308; AID 624246; fluorescence polarization, His-ERG Ets domain / labelled DNA; active means well fitted inhibition curve with a large enough effect in the polarisation, with a control signal flat; inconclusive means small, poorly fitted or top-dose-only effect, or effect the other way, or a change in a side signal; inactive means no such curve, though single readings can be large or run the other way; the % refers to the polarisation;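 further: polarization taken with two DNA probes labelled with fluorescein and Texas red; potency means the concentration at half of the fitted maximal effect; % of control where 0% means no effect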
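His-tagged ERG Ets domain (1 uM in the protein solution; 300mM KCl, 50mM Tris-HCl, 1mM EDTA, 1mM DTT, pH 7.5) received compound, then a probe mix of 5 nM fluorescein-DNA and 100nM Texas-615-DNA. Fluorescence polarization was read for both dyes.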
JMJD2A Tudor = JMJD2A Tudor domain (human) inhibition; Potency, µM (titrated, usually from 114 µM), for the others: at the top dose activity change, negative = inhibition, usual class: inhibitors; 390,000 compounds, 4.4% hits; O75164; AID 504339; AlphaScreen JMJD2A-Tudor / H3K4me3 peptide binding; further: potency means the concentration at half of the fitted maximal effect; on the % scale 0 is the no-effect control and ±100 the full control effect; nearly all actives have a fitted effect of over 50% in size
Target sequence (O75164 whole entry, looked up, the tested form may be a part): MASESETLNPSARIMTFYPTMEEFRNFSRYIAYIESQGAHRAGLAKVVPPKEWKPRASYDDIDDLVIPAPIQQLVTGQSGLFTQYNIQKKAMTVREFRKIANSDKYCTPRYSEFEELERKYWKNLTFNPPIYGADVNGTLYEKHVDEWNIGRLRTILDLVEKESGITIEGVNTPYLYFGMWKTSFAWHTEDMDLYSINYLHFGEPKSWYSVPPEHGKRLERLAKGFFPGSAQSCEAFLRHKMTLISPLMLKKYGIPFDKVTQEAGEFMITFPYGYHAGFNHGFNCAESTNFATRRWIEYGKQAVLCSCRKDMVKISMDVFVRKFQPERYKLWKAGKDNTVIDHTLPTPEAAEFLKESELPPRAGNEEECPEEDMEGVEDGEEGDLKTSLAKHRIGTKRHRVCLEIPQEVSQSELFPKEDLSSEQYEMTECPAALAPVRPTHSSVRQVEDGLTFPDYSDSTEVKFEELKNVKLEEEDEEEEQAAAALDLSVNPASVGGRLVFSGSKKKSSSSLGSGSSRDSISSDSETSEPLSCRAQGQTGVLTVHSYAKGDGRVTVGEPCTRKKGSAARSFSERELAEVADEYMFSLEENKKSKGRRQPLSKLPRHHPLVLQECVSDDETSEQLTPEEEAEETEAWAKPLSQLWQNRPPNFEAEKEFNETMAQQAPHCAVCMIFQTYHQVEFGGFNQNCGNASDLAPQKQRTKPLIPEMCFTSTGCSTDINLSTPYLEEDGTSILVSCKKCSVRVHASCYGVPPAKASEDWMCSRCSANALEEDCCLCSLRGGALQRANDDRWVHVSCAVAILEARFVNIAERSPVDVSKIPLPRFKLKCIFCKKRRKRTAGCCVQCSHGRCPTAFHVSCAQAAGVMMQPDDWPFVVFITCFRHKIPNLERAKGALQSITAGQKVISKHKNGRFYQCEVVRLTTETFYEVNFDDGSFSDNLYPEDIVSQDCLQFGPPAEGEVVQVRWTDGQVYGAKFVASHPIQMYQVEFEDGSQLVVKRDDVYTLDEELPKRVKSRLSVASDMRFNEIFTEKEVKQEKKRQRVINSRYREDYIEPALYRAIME
ALOX12 inh = ALOX12 (human) lipoxygenase inhibition; purified 12hLO, xylenol orange hydroperoxide absorbance; P18054; AID 1671190; Potency, µM (top dose mostly 108 µM), for inactives: at the highest dose activity change, negative = inhibition, usual class: inhibitors; 580,000 compounds, 1.1% hits; further: potency means the concentration at half of the fitted maximal effect; on the % scale 0 is the no-effect control and ±100 the full control effect
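Purified human 12hLO at 150 nM in 25 mM Hepes, 0.01% Triton X-100, pH 7.0, preincubated 15 min at room temperature with compound. Reaction started with 40 uM arachidonic acid, 30 min at room temperature. Hydroperoxide measured by Fe-xylenol orange, 573/405 nm absorbance ratio.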
RGS4 inhibitor = human RGS4 inhibition | 390,000 compounds, 0.039% hits | Potency, µM (top dose mostly 114 µM), for inactives: at the highest dose activity change, negative = inhibition, usual class: inhibitors | Transcreener GDP fluorescence polarization, RGS4-accelerated GTP hydrolysis | P49798; further: potency means the concentration at half of the fitted maximal effect; on the % scale 0 is the no-effect control and ±100 the full control effect; nearly all actives have a fitted effect of over 75% in size; some results filed as inactive show a strong effect at the top dose
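MLSMR compounds (23 nl, pin-transferred) preincubated 10 min at room temperature with a 500nM (2x) first reagent, then RGS4 at 900nM (2x) plus Transcreener GDP mix added; fluorescence polarization (620/688 nm) read before and after 90 min at 30 °C.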
G9a block = G9a (human) methyltransferase inhibition. Q96KQ7. 350,000 compounds, 8.8% hits. Potency, µM (highest dose often 102 µM), inactives show at the top dose activity, negative = inhibition, most hits filed as inhibitors. G9a H3K9 monomethylation, AlphaScreen, 2 h; further: potency means the concentration at half of the fitted maximal effect; on the % scale 0 is the no-effect control and ±100 the full control effect; nearly all actives have a fitted effect of over 75% in size
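AlphaScreen detection with an anti-monomethyl H3K9 antibody quantified product after a 2 h room-temperature reaction containing 500 nM biotinylated H3K9 peptide, 20 µM SAM and 20 nM enzyme, which had been preincubated 15 min with compound.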
GLS inhibitor = glutaminase GLS (human) inhibition. 410,000 compounds, 0.21% hits. GLS enzymatic activity, qHTS titration. O94925. Potency, µM (doses to about 45.5 µM), for the others: at the highest dose activity change, negative = inhibition, usual class: inhibitors; further: potency means the concentration at half of the fitted maximal effect; on the % scale 0 is the no-effect control and ±100 the full control effect
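Human kidney-isoform GLS in 45 mM KH2PO4 pH 8.2, 0.02% Tween-20, with compound, started with 1mM L-Glutamine (added stock). Glutamate oxidase/HRP/Amplex red coupled fluorescence read at start and after 30 min at RT.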
BAZ2B inh = blocks human BAZ2B; AlphaScreen BAZ2B-H3K14Ac peptide displacement; Potency, µM (doses to about 114 µM), without a hit: at the top dose activity change, negative = inhibition, usual class: inhibitors; 360,000 compounds, 4.4% hits; further: potency means the concentration at half of the fitted maximal effect; on the % scale 0 is the no-effect control and ±100 the full control effect; nearly all actives have a fitted effect of over 60% in size
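Protein-peptide AlphaScreen: BAZ2B 50 nM, b-H3K14Ac 50 nM, 1x PBS pH 7.4 + 0.01% Tween-20. Preincubation 30 min RT; cpd 30 min RT (top 110 uM); beads 20 min RT, light-protected.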
PI4K2A block = blocks human PI4K2A kinase activity; purified PI4K2A, ADP-Glo luminescence, 1 h; stronger effect = lower value; activity change, negative = inhibition, % at 76.9 µM; 420,000 compounds, 0.13% hits; in the data active means activity change below about -50%; inconclusive means mostly about -30% to -49%;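 further: -100% = wells without enzyme as full effect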
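In this quantitative HTS, ADP production by PI4K2A was quantified luminescently after 1 h at ambient temperature; 100 microM adenosine served as plate-quality control.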
Numbers without * were called inactive; u = inconclusive; x = no result given; [ ] = another dose, or the depositor's remark. Unless noted, the call rests on the fitted dose curve; in most records, active means well fitted curve in the direction sought with a large enough effect; inconclusive means small, poorly fitted or top-dose-only effect, or another doubt; inactive means no such curve, though single readings can be large; an effect the other way counts as inactive or inconclusive.

HP1b chromo inh,ERG Ets-DNA blk,JMJD2A Tudor,ALOX12 inh,RGS4 inhibitor,G9a block,GLS inhibitor,BAZ2B inh,SMILES,PI4K2A block
4%,7%,-18%,-2%,-17%,-23%[0.501 µM],4%,8%,O=C1C[C@@H]2c3c(cccc3CN1Cc1ccc(F)cc1)C[C@@H](O)[C@H]2O,-2
37%[activator],0%,-12%,-19%,8%,0.71µM*,-15%,0%,COc1ccccc1NC(=O)c1cc2c(=O)oc3ccc(C)cc3c2s1,-2
79%[activator],2%,14%,-13%,5%,20%[59 µM],-7%,8%,Fc1ccc(Cn2c(-c3cccc(Br)c3)nc3ccccc32)cc1,6
13%,-4%,-5%,48%[activator],-34%,-45%,-4%,6%,COc1ccc(OC)c(/C=C/c2c([N+](=O)[O-])c(=O)n(C)c(=O)n2C)c1,-4
10%,-5%,-21%,-24%,5%,50µM*,7%,-27%,O=C(O)C(Cc1c[nH]c2ccccc12)N1C(=O)C2C3c4ccccc4C(c4ccccc43)[C@@H]2C1=O (stereo partly specified),-27
40%,2%,4%,-15%,-25%,-10%,-3%,1%,CCOC(=O)c1cnc(SCc2ccc(C(C)(C)C)cc2)nc1N,-1
-9%,5%,-31%,-20%,-10%,u,38%[activator],-35%,COc1ccc(Nc2ccc(Cl)cc2)c(C(=O)O)c1,-2
20%,-6%,-1%,8%,22%,-41%,1%,16%,Cc1cccc(CCNC(=O)CCS(=O)(=O)c2ccc(Br)cc2)c1,3
21%,1%,-3%,19%,4%,3%[2.33 µM],3%,1%,OC1(c2ccc(F)cc2)CCN(Cc2nnnn2Cc2cccs2)CC1,2
52%[activator],1%,22%,0%,-4%,26%,-7%,21%,Cc1cc(F)ccc1S(=O)(=O)NCC1CC2CCC1C2 (stereo unspecified),9
45%[activator],-10%,4%,0%,0%,-27%[59 µM],-4%,12%,Cc1cccc(C)c1OCc1nnc(SCC(=O)NCCc2ccccc2)o1,0
61%[activator],-4%,-4%,-2%,12%[11.4 µM],-3%,8%,-21%,CCOc1cc(NC(=O)c2ccccn2)c(OCC)cc1NC(=O)c1cccc(C)c1,-1
19%,1%,89µM*,u,-19%,u,-10%,u,O=C(NCc1n[nH]c(=S)n1-c1cccc(Cl)c1)c1ccc(S(=O)(=O)N2CCCC2)cc1,1
23%,-4%,-11%,-27%,4%,13%,2%,-8%,O=C(C1CCCN1S(=O)(=O)c1cccc2nsnc12)N1CCCCCC1 (stereo unspecified),-2
27%,1%,-11%,-9%,13%,28%,0%,-15%,CCN(CC(=O)NCc1ccc(Cl)cc1)C(=O)CN1C(=O)NC(C)(c2ccccc2)C1=O (stereo unspecified),1
16%,-16%,-6%,10%,-22%,4%,-5%,-10%,O=C(CCc1ccccc1)Nc1cc2c3c(c1)CC(=O)N3CCC2,-3
31%[activator],10%,-27%,-17%,-36%,u,7%,-11%,COC(=O)c1ccc2c(c1)C(=O)/C(=C/c1ccc(O)cc1)O2,-2
29%,-7%,-11%,-6%,-13%,-22%[2.33 µM],-13%,-6%,CS(=O)(=O)Nc1ccc(C2=NN(S(C)(=O)=O)C(c3ccccc3)C2)cc1 (stereo unspecified),3
33%,-5%,1%,334%[activator],1%,-10%[59 µM],-12%,-3%,O=C(CCC(=O)Nc1ccccc1)NCCO,-16
29%,-8%,-17%,u,-36%,5%[12.7 µM],5%,-18%,O=C(OCC(=O)c1ccco1)c1ccc2ncsc2c1,-2

Next part.
HP1b chromo inh,ERG Ets-DNA blk,JMJD2A Tudor,ALOX12 inh,RGS4 inhibitor,G9a block,GLS inhibitor,BAZ2B inh,SMILES,PI4K2A block
17%,-1%,-10%,-20%,-6%,21%[59 µM],-2%,-4%,Cc1nc(Nc2ccc(Cl)cc2Cl)sc1C(=O)Nc1ccccc1,2
3%,-4%,-9%,u,-38%,50µM*,1%,2%,Cc1onc(-c2c(F)cccc2Cl)c1C(=O)Nc1sc2c(c1C(N)=O)CCC2,-3
28%,-5%,u,8%,-65%[56.9 µM],3%,-10%,-6%,COc1ccc2[nH]c3c(=O)n(CCCCC(=O)NCCC(C)C)c(=S)[nH]c3c2c1,4
39%,-4%,7%,0%,-10%,u,4%,10%,c1ccc2c(c1)nc1n2CCN1CCNC1CCCCC1,8
17%,9%,-25%,13%,0%,-12%[12.7 µM],18%,-28%,CCOc1ccc(Oc2ccc(NS(=O)(=O)c3cc(C(=O)O)ccc3Cl)cc2)cc1,4
46%[activator],-15%,-12%,20%,-9%,x,-7%,x,CCCCN1CCC(=O)C(C(=O)OCC)=C1C(=O)OCC,4
26%,-3%,-1%,-13%,17%,-17%[59 µM],-2%,-2%,CCC(=O)Nc1ccc2c(c1)ncn2-c1ccccc1,-3
17%,-3%,-3%,-9%,-3%,9%,-2%,6%,O=C(Nc1ccon1)C(Sc1ccccc1)c1ccccc1 (stereo unspecified),8
6%,3%,-17%[57.1 µM],0%,u,17%[59 µM],-5%,u,CCOC(=O)/C(=C/c1ccc(Cl)cc1)NC(=O)c1ccco1,0
23%,-3%,-6%,1%,-2%,u,-14%,-37%,N=c1n(Cc2ccccc2Cl)c2ccccc2n1CC(O)c1ccco1 (stereo unspecified),5
-17%,7%,-13%,-4%,-23%,-6%,-9%,-1%,Cc1ccc(C(=O)NCC(=O)N2CCc3ccccc3C2)cc1C,2
u,-4%,-27%,u,u,25µM*,-11%,u,O=C(Cn1nc(-c2ccco2)ccc1=O)Nc1ccc(Br)cc1,-9
36%[activator],-16%,-8%,9%,13%,-23%,-4%,2%,COc1ccccc1CNC(=O)C1=C(C)C(=O)OC12CCC(C)CC2 (stereo unspecified),-6
20%,0%,-11%,0%,6%,-16%[59 µM],1%,17%,O=C(CSc1nc2ccccc2[nH]1)Nc1ccc2c(c1)CCC2,3
31%,-4%,-6%[57.1 µM],u,-53%,10µM*,14%,-5%,O=C(CSc1nnc(-c2ccccc2)n1-c1ccc(Cl)cc1)NNC(=S)Nc1ccccc1,1
-3%,-5%,-22%,-24%,-8%,3%[59 µM],-9%,u,CCOc1ccc(NC(=S)Nc2ccc(OCc3ccccc3)cc2)cc1,0
34%,8%,-3%,-4%,-50%,24%[59 µM],-7%,8%,CCOC(=O)C1CCCN(C(=S)Nc2cccc(Cl)c2)C1 (stereo unspecified),-1
37%,-3%,-1%,-1%,-14%,u,-7%,-5%,CN(c1nnc(NC(=O)Nc2ccc(Br)cc2)s1)C1CCCCC1,1
37%[activator],-4%,-16%,7%,-30%,-10%,2%,-1%,Nc1cc(=O)[nH]c(SCC(=O)c2ccc(F)cc2)n1,3
48%[activator],-3%,-6%,4%,-28%,0.63µM*,2%,-23%,O=C(COc1ccc2ccccc2c1)NNC(=O)c1cnccn1,-4

Next compounds.
HP1b chromo inh,ERG Ets-DNA blk,JMJD2A Tudor,ALOX12 inh,RGS4 inhibitor,G9a block,GLS inhibitor,BAZ2B inh,SMILES,PI4K2A block
25%,4%,5%,11%,-38%,35%[59 µM],6%,9%,Cc1ccc(Oc2nc(-c3ccccc3)ncc2S(=O)(=O)c2ccc(C)cc2)cc1,2
3%,0%,-20%,40µM*,-16%,u,3%,-29%,S=c1[nH]nc(-c2cc3c(s2)-c2ccccc2CC3)o1,9
10%[57 µM],2%,-16%,-18%,2%,9%,-9%,-4%,CC12CC(NC(=O)N1c1cccc(C(=O)NCc3ccccn3)c1)c1ccccc1O2 (stereo unspecified),11
60%[activator],-8%,-10%,38%[activator],-8%,11%,-10%,-2%,O=C(NC1CCCCCC1)C1CCCN(S(=O)(=O)c2cnc[nH]2)C1 (stereo unspecified),-6
33%,-2%,-11%,x,-31%,14%[59 µM],-2%,-4%,O=C(Nc1nnc(-c2ccccc2SCc2ccccc2)s1)Nc1ccccc1F,-2
8%,-1%,u,-3%,9%,-31%,5%,79µM*,O=C(CNC(=O)c1ccncc1)N/N=C/c1ccccn1,1
25%,15%,-33%,u,-5%,3%,-4%,50µM*,CC1=NN(C(=O)c2ccccc2F)C(O)(c2ccc(Cl)cc2)C1 (stereo unspecified),8
16%,9%,-12%,5%,8%,-8%[59 µM],4%,-4%,COc1ccc(CCNC(=O)Cc2ccc(OC)c(OC)c2)cc1OC,-5
8%,-4%,-27%,-1%,-4%,40µM*,12%,-31%,COC(=O)c1ccc(NS(=O)(=O)c2ccccc2)o1,-1
4%,1%,-23%,u,-4%,-21%[59 µM],2%,0%,CCc1ccc(NC(=O)CSc2ncc(S(=O)(=O)c3cc(C)ccc3C)c(=O)[nH]2)cc1,3
10%,-13%,-23%,-20%,-14%,x,2%,x,O=C(COC(=O)c1cc(S(=O)(=O)N2CCOCC2)ccc1F)Nc1cc([N+](=O)[O-])ccc1F,1
-17%,-11%,16µM*,-14%,9%,10µM*,3%,u,CC1CCN(CCCCOc2ccccc2Br)CC1,2

3 entries out of the list above, sorted by the number in RGS4 inhibitor, low to high:
smiles | HP1b chromo inh | ERG Ets-DNA blk | JMJD2A Tudor | ALOX12 inh | RGS4 inhibitor | G9a block | GLS inhibitor | BAZ2B inh | PI4K2A block
O=C(Nc1nnc(-c2ccccc2SCc2ccccc2)s1)Nc1ccccc1F | 33% | -2% | -11% | x | -31% | 14%[59 µM] | -2% | -4% | -2
O=C(COc1ccc2ccccc2c1)NNC(=O)c1cnccn1 | 48%[activator] | -3% | -6% | 4% | -28% | 0.63µM* | 2% | -23% | -4
COc1ccccc1CNC(=O)C1=C(C)C(=O)OC12CCC(C)CC2 (stereo unspecified) | 36%[activator] | -16% | -8% | 9% | 13% | -23% | -4% | 2% | -6

Only part of the results is shown; count on the stated rates, not on these rows.
